Assay outcomes: PubChem BioAssay, National Center for Advancing Translational Sciences (NCATS)
Menin-MLL TR inh = inhibitors of human menin-MLL interaction, mutant MLL peptide. Potency, µM (top dose mostly 61.6 µM), inactives show at the top dose FP activity change, negative = inhibition, actives largely listed as inhibitors. O00255. Menin + Texas Red MLL mutant peptide, fluorescence polarization. 270,000 compounds, 0.23% hits; active = well fitted inhibition curve with a large enough effect in the polarisation, with a control signal flat, not every such curve was filed as active; inconclusive = small, poorly fitted or top-dose-only effect, or effect the other way, or a change in a side signal; inactive = no such curve, though single readings can be large or run the other way; the % refers to the polarisation; note: potency is the fitted concentration of half-maximal effect; % of control where 0% means no effect; many of its hits are not listed in these tables
MLL CXXC-DNA inh = MLL CXXC-DNA interaction inhibition; Q03164; 290,000 compounds, 0.037% hits; AID 2662; MLL-CXXC / FITC-HOXA9 DNA fluorescence polarization; Potency, µM (highest dose often 115 µM), for the others: top-dose activity change, negative = inhibition, usual class: inhibitors; active = well fitted inhibition curve with a large enough effect in the polarisation, with a control signal flat, not every such curve was filed as active; inconclusive = small, poorly fitted or top-dose-only effect, or effect the other way, or a change in a side signal; inactive = no such curve, though single readings can be large or run the other way; the % refers to the polarisation; note: potency is the fitted concentration of half-maximal effect
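Steps: dispense CXXC domain solution (7 uM) → pin compounds or unlabeled HOX-A9 DNA control → 5 min ambient → add FLSN-HOX-A9 solution (50 nM) → spin → 30 min ambient → fluorescence polarization. Tris pH 7.5/NaCl/DTT/BSA buffer.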
PKM2 activator = PKM2 (human) enzyme activation | purified PKM2, Kinase-Glo ATP luminescence, activation; response scale: 0% is enzyme alone, no compound | Potency, µM (top dose mostly 57.5 µM), without a hit: at the highest dose activation, hits mostly activators | 260,000 compounds, 0.34% hits; note: potency is the fitted concentration of half-maximal effect; % is set by controls: 0 for no effect and ±100 for the full control effect; nearly all actives have a fitted effect of over 55% in size
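ATP formation by purified human PK-M2, quantified via coupled luciferase luminescence after 1 h at room temperature with 0.1 mM ADP and 0.5 mM PEP final.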
B2AR arrestin = beta2AR (human) beta-arrestin recruitment activity; beta-arrestin recruitment to beta2AR, cell-based reporter; 330,000 compounds, 0.02% hits; AID 492947; Potency, µM (top dose mostly 46.1 µM), inactives show at the top dose activation, actives largely listed as activators; P07550;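 note: potency is the fitted concentration of half-maximal effect; 0% = DMSO controls and full agonism = EC100 isoproterenol or metaproterenol; nearly all actives have a fitted effect of over 65% in size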
KCNH2 3.1 block = blocks the human KCNH2 3.1 channel isoform; 340,000 compounds, 0.95% hits; activity change, % (tested at about 1.8 µM); U2OS KCNH2 3.1, thallium flux FluxOr; stronger effect = lower value;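 active = maximum activity change below -70%; inconclusive = maximum activity change from -70% to -50%; inactive = maximum activity change above -50%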;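 note: thallium influx rate constant from kinetic fluorescence after stimulation buffer; % is set by controls: 0 for no effect and ±100 for the full control effect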
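Thallium flux read-out: FluxOr dye with Red40 quencher in HBSS/HEPES, 45 min at RT. Rate constants from kinetic reads were normalized to positive and negative DMSO controls. Cells: U2OS virally expressing the 3.1 isoform.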
KCNH2 WT inh = inhibitors of human wildtype KCNH2 potassium channel | 340,000 compounds, 0.37% hits | Q12809 | AID 720551 | U2OS, BacMam KCNH2, thallium flux FluxOr; stronger effect = lower value | activity change, % at 1.84 µM;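 active = maximum activity change below -70%; inconclusive = maximum activity change between -70% and -50%; inactive = maximum activity change above -50%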; note: % is set by controls: 0 for no effect and ±100 for the full control effect
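U2OS cells were transduced with wild-type KCNH2 virus (2.03 x 10^8 / mL) for 4 h at room temperature, then cultured overnight at 37 C. Thallium flux was read with FluxOr dye. Rate constants were normalized to DMSO controls.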
GALK inh = galactokinase (human) inhibition; 270,000 compounds, 0.007% hits; Potency, µM (top dose mostly 57.5 µM), for the others: at the top dose activity change, negative = inhibition, actives largely listed as inhibitors; Purified GALK, Kinase-Glo residual ATP luminescence; note: potency is the fitted concentration of half-maximal effect; % is set by controls: 0 for no effect and ±100 for the full control effect
Target sequence (P51570 whole entry, looked up): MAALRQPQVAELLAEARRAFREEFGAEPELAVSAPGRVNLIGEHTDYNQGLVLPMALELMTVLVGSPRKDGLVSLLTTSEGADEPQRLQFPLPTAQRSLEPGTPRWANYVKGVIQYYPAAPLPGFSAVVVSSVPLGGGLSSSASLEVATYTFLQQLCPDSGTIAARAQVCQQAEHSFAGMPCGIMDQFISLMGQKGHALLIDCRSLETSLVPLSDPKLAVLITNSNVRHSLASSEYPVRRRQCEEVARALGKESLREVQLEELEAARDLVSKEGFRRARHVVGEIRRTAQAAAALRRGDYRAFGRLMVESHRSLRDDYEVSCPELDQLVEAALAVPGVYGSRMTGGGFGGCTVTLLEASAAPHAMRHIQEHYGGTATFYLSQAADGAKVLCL
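5 nM enzyme, 35 uM ATP, 100 uM galactose, 20 mM HEPES pH8.0, 5 mM MgCl2; 1 h RT; residual ATP by Kinase-Glo Plus luminescence, qHTS format.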
Giardia kill = kills Giardia lamblia. AID 540267. Giardia lamblia trophozoite viability. 340,000 compounds, 0.15% hits. activity change, % at 7.66 µM, hits read low; in the data active = activity change below about -80%; inconclusive = between about -30% and that limit;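 note: parasites exposed to compound for two days anaerobically before the ATP read; % is set by controls: 0 for no effect and ±100 for the full control effect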
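ATP-content bioluminescence gauges trophozoite survival. Cells (100/well) receive compound and incubate anaerobically for 48 hrs at 37 deg C; detection reagent follows for 15-30 min at room temperature.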
TRPV1 ag = activates the human vanilloid receptor TRPV1 | Q8NER1 | TRPV1-expressing cells, Fluo-8 calcium influx, agonist mode | activation, % at 8.33 µM | 320,000 compounds, 0.19% hits | AID 540275; in the data active = activation above about 80%; inconclusive = between about 30% and that limit; note: 0% is about no effect
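Fluo-8 calcium influx in TRPV1-expressing cells, kinetic read (ex 480/em 520 nm). Compound added and read 3 min for agonist activity, followed by capsaicin at EC20 final and 2 min further read for enhancement.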
USP2a inh = USP2a (human) protease inhibition | O75604 | USP2 core, Ub-CHOP2 coupled fluorogenic reporter, 485/531 | Potency, µM (doses to about 38.3 µM), inactives show top-dose activity change, negative = inhibition, actives largely listed as inhibitors | 330,000 compounds, 0.01% hits;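 note: potency is the fitted concentration of half-maximal effect; plate controls were DMSO wells for no effect and full inhibition by NEM control for full effect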
Target sequence (O75604 whole entry, looked up): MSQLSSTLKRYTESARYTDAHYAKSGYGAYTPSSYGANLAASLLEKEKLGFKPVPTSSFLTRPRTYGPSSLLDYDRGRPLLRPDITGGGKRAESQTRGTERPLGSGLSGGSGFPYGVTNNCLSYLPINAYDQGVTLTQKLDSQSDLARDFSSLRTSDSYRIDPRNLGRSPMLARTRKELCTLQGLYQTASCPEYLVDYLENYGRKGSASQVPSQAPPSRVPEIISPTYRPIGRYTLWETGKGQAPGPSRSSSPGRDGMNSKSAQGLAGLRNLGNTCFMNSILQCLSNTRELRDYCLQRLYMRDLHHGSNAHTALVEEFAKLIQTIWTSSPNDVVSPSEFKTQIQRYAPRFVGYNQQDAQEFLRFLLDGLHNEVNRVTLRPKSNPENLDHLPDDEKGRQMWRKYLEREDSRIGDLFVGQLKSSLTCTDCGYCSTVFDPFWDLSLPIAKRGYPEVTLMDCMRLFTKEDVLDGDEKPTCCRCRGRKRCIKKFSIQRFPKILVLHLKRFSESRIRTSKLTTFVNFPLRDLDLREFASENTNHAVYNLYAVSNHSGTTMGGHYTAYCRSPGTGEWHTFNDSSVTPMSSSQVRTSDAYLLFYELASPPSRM
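Deubiquitinase activity read as fluorescence (485/531 nm) after Ub-CHOP2 cleavage activates the enterokinase reporter on its substrate; USP2 core 10nM, Ub-CHOP2 and substrate 25nM each, 30min compound preincubation then 60min RT; data normalized to NEM, curves fitted.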
FBPA coupling cs = coupling enzyme interference in Giardia aldolase counter-screen. coupling enzyme system counterscreen, AmpLite Red fluorescence. activity change, negative = inhibition, % at 58.2 µM, hits read low. 290,000 compounds, 0.67% hits; in the data active = activity change below about -30%; note: % is set by controls: 0 for no effect and ±100 for the full control effect
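Counterscreen lacking aldolase: glyceraldehyde-3-phosphate coupling-enzyme reagent preincubated 10 min at RT with compound (at 57.5 uM final), then substrate/coupling system with AmpLite Red added; fluorescence read at 525/598 nm after 20 min RT.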
Numbers without * were called inactive; ? = inconclusive; / = no result given; [ ] = remark or other dose. Unless noted, calls come from the whole dose curve; as a rule, active = well fitted curve in the direction sought with a large enough effect; inconclusive = small, poorly fitted or top-dose-only effect, or another doubt; inactive = no such curve, though single readings can be large; an effect the other way counts as inactive or inconclusive. An excerpt (hit frequency here may not be typical).

SMILES	Menin-MLL TR inh	MLL CXXC-DNA inh	PKM2 activator	B2AR arrestin	KCNH2 3.1 block	KCNH2 WT inh	GALK inh	Giardia kill	TRPV1 ag	USP2a inh	FBPA coupling cs
NCc1ccccc1CS(=O)(=O)N1CCOCC1	/	/	/	-0.5%	0.8	0.8	/	8.9	/	0.7%	/
COc1cc(C(=O)OCC(=O)NC2CCCCC2)cc(OC)c1OC	/	/	/	0.2%	9.3	-0.4	/	-19.4	/	-4.2%	/
COc1cccc(N(C(=O)c2ccco2)C(C(=O)NC2CCCC2)c2cccnc2)c1 (stereo unspecified)	-12.0%	-1.3%	24.0%	-1.0%	-13.3	-2.9	1.9%	3.6	0.0	1.4%	-4.8
O=C(N/N=C/c1ccc([N+](=O)[O-])s1)c1ccccc1	?	9.4%	/	0.5%	-2.5	-4.7	11.5%	-89.8*	-3.5	0.7%	-2.0
CSc1cccc(N2CC(C(=O)Nc3ccccc3N3CCCC3)CC2=O)c1 (stereo unspecified)	/	/	/	0.2%	9.1	10.9	/	5.1	21.8	0.8%	/
CC(C)[C@H](NC(=O)NCc1ccc(Cl)cc1)C(=O)O	10.6%	-7.8%	-5.5%	-0.1%	-12.9	22.2	1.0%	0.4	-4.0	-0.5%	2.5
COc1cc(/C=C/C(=O)OCC(=O)Nc2c(C)n(C)n(-c3ccccc3)c2=O)cc(OC)c1OC	/	/	/	-0.7%	-0.6	2.4	/	5.0	-0.1	-2.6%	/
O=C(CNC(=O)c1cccs1)NCC(=O)OCc1ccc(Cl)cc1Cl	12.6%	26.1%	-2.1%	0.2%	-3.0	-11.8	3.0%	1.1	5.1	-0.1%	2.7
Cc1ccccc1OCC(=O)OCC(=O)NCc1ccccc1	/	/	/	-0.6%	10.7	18.1	/	-22.2	?	0.3%	/
CCC(=O)Nc1cc(C(F)(F)F)ccc1N1CCOCC1	1.2%	3.0%	-2.0%	0.5%	3.0	1.5	-0.9%	-2.3	6.1	3.6%	1.0
CC(Nc1ccccc1)c1cc(Cl)ccc1O (stereo unspecified)	?	15.8%	29.4%	0.0%	13.4	9.1	-3.4%	22.8	-0.5	2.4%	-1.4
Cc1cc(N(C)C)c(C#N)c(NCc2ccccc2)n1	1.0%	8.0%	3.3%	-0.6%	-8.4	2.8	5.7%	-20.3	8.4	3.7%	2.5
CC(=O)c1ccc(S(=O)(=O)N2CCC(C(=O)Nc3ncc(C)s3)CC2)cc1	/	/	/	-0.7%	-24.8	2.5	/	-0.2	/	2.2%	/
CCOC(=O)N1CCN(CC(=O)Nc2cccc(Br)c2)CC1	2.2%	7.3%	0.0%	-0.2%	4.0	3.7	4.6%	-3.1	6.6	2.1%	2.5
O=C(Nc1ccc(Br)cn1)C1CCN(S(=O)(=O)c2cccs2)CC1	/	4.0%	-7.4%	-0.2%	-26.1	13.4	2.8%	-18.8	24.7	-4.8%	-0.2
CC(=O)NC(NC(=S)Nc1ccccc1Br)C(Cl)(Cl)Cl (stereo unspecified)	0.3%	-3.7%	-0.3%	0.0%	-5.1	-13.5	0.1%	-1.3	4.6	-1.0%	1.5
COc1ccc(CN2C(=O)c3ccc(C(=O)O)cc3C2=O)cc1	14.9%	-0.1%	/	-1.3%	3.4	-6.8	-0.4%	-0.8	-0.7	4.4%	19.1
COc1ccc(CN2C(=O)C(CC(C)C)Nc3ncnc(N4CCOCC4)c32)cc1 (stereo unspecified)	/	/	/	-0.1%	22.5	-2.2	/	-0.3	29.6	0.0%	/
COc1ccc(CN2CCNC(=O)C2CC(=O)N(C)Cc2ccno2)c(F)c1 (stereo unspecified)	-7.8%	-7.2%	-0.7%	-1.0%	2.4	-5.3	0.8%	1.8	0.3	-0.9%	6.1
C/C(=N\NC(=O)c1ccncc1)c1cc2ccccc2oc1=O	4.3%	14.7%	1.2%	0.1%	-39.8	4.4	0.2%	-1.5	20.6	-0.1%	1.3
CCOC(=O)N/N=C(\C)c1ccccc1OC(F)F	-12.4%	-3.7%	-12.2%	-1.9%	-2.1	-1.9	/	-0.3	0.3	0.1%	-1.1
O=C(NCCCN1CCCC1=O)c1ccc(Cl)c(NS(=O)(=O)c2ccc(F)cc2)c1	2.0%	-7.3%	-7.5%	0.2%	6.2	3.7	0.3%	-13.6	3.3	0.1%	9.7
S=c1[nH]nc(-c2cccc(Cl)c2)n1CCN1CCCCC1	-17.7%	-0.4%	-7.8%	-0.6%	-9.3	5.2	2.2%	-11.2	2.1	-3.6%	2.2
CCOC(=O)C1CCN(C(=O)c2[nH]c3ccc(OC)cc3c2C)CC1	-26.0%	0.5%	/	0.1%	5.8	2.5	4.6%	-18.2	-2.2	1.1%	0.2
CCN1CCc2c(C#N)c(N3CCOCC3)nc(NCc3ccccc3)c2C1	-1.2%	-1.3%	11.1%	0.3%	14.3	1.8	-1.6%	0.1	12.9	-1.5%	-9.6
CC(=O)c1ccc(N(CC(=O)NC2CCCC2)C(=O)CNC(=O)c2ccco2)cc1	6.4%	8.8%	1.2%	-0.4%	6.9	-5.8	-0.5%	8.2	-0.2	3.2%	0.9
Cc1[nH]c2ccc(C(=O)N3CCN(c4ccc(F)cc4)CC3)cc2c1C	-11.3%	12.8%	/	0.3%	-15.4	-27.0	-2.8%	-14.1	4.6	-9.5%	-2.4
CCOc1ccc(C2/C(=C(\O)c3ccc4c(c3)OCCO4)C(=O)C(=O)N2CCCn2ccnc2)cc1OC (stereo unspecified)	16.4%	-2.2%	/	-0.3%	-1.3	-3.4	5.3%	-22.8	-1.8	3.2%	-0.3
COc1ccc(-c2noc(CSc3nc(N)c(-c4ccccc4)c(=O)[nH]3)n2)cc1	-11.8%	7.1%	8.1%	0.3%	3.5	-12.7	-0.1%	-8.3	-1.1	-1.3%	1.8
O=C(CN1CCN(c2ccccc2)CC1)Nc1ccncc1	-6.7%	-1.9%	0.8%	0.0%	13.7	-4.4	0.2%	?	-1.3	1.8%	0.7
COc1cc(NC(=O)COC(=O)CCCC2=NS(=O)(=O)c3ccccc3N2)cc(OC)c1	/	15.0%	/	0.1%	9.1	3.7	6.2%	-23.7	1.2	0.2%	/
CC1CCCCN1S(=O)(=O)c1ccc2[nH]c(=O)cc(C(=O)NCCCN3CCCCCC3)c2c1 (stereo unspecified)	?	0.1%	2.1%	0.1%	-2.6	22.0	8.9%	7.9	-5.6	4.0%	1.8
CN(C)c1ccc(-c2nnc(-c3cccnc3)o2)cc1	4.4%	?	3.8%[11.5 µM]	0.0%	4.4	-9.2	-5.7%	2.0	0.4	0.5%	0.6
COc1cccc(NC(=O)Cc2cn(C)c3ccccc23)c1	22.4%	-12.6%	9.2%	/	19.2	-6.9	0.8%	1.4	-0.4	/	-0.3
Nc1ccc(-c2nc3c(Cl)c(N)ccc3[nH]2)cc1	45.4%[activator]	-1.2%	-15.1%	0.4%	0.9	-6.0	-0.2%	1.2	-2.3	-0.4%	1.3
O=C(NC1CCCC1)C1CCN(S(=O)(=O)N2CCCCC2)CC1	12.1%	18.2%	1.5%	0.4%	14.6	-0.1	-0.5%	0.6	7.7	5.9%	1.9
Cc1ccc(SCCN2CCC(NC(=O)OCc3ccccc3)CCC2=O)cc1 (stereo unspecified)	?	8.9%	1.6%	-0.4%	7.0	5.1	/	-7.8	3.8	-0.4%	-0.3

Quoted at random: 4 compounds from above
SMILES	Menin-MLL TR inh	MLL CXXC-DNA inh	PKM2 activator	B2AR arrestin	KCNH2 3.1 block	KCNH2 WT inh	GALK inh	Giardia kill	TRPV1 ag	USP2a inh	FBPA coupling cs
COc1cccc(NC(=O)Cc2cn(C)c3ccccc23)c1	22.4%	-12.6%	9.2%	/	19.2	-6.9	0.8%	1.4	-0.4	/	-0.3
CN(C)c1ccc(-c2nnc(-c3cccnc3)o2)cc1	4.4%	?	3.8%[11.5 µM]	0.0%	4.4	-9.2	-5.7%	2.0	0.4	0.5%	0.6
O=C(NC1CCCC1)C1CCN(S(=O)(=O)N2CCCCC2)CC1	12.1%	18.2%	1.5%	0.4%	14.6	-0.1	-0.5%	0.6	7.7	5.9%	1.9
Cc1[nH]c2ccc(C(=O)N3CCN(c4ccc(F)cc4)CC3)cc2c1C	-11.3%	12.8%	/	0.3%	-15.4	-27.0	-2.8%	-14.1	4.6	-9.5%	-2.4
